DDE Tn7 FP inh – disrupts Tn7 cyclic peptide binding to fibrin D-Dimer-E complex | inhibition, % at 8.3 µM | 0.13% of 370,000 active | FP displacement of FITC-Tn7 peptide from fibrin DD(E); 0% = median of compound wells per plate | AID 720508;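 active means inhibition above the mean of compounds falling within the control limits plus 3 SD of them, cut at about 14% in these data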;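 further: 0% = plate median of compound wells and 100% = 10 µM Aha-Tn7 peptide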
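Also added: labelled Tn7 tracer, 0.1 µM; Assay system: human fibrin DD(E) protein; Amount: 2 µM fibrin DD(E); Schedule: 10 min compound pre-incubation, 3 h probe incubation at room temperature; Repeats: one replicate per compound; Read-out basis: percent inhibition; Measured by: fluorescence polarization of the labelled Tn7 tracer.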
PG9 binder – PG9 antibody binding by small molecule. TR-FRET gp120-PG9 antibody binding. inhibition, % at 6.7 µM. 0.43% of 360,000 active. AID 624416; in the data active means inhibition above about 8.5%
UHRF1 binding – UHRF1 methyl-DNA binding inhibition | Q96T88 | inhibition, % at 4.4 µM | 0.75% of 370,000 active | AID 687016 | UHRF1 binding to methylated oligo, TR-FRET; in the data active means inhibition above about 21%;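 further: UHRF1 SRA domain binding a hemimethylated CpG hairpin DNA probe; 0% = median of test compound wells and 100% = reference inhibitor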
TCR CD3 inh – human TCR-CD3 binding inhibition | TAMRA-labeled TCR probe fluorescence, biochemical | inhibition, % at 9.4 µM | 0.37% of 360,000 active; in the data active means inhibition above about 19%;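 further: recombinant mutant TCR 2C K166C tagged with TAMRA read by polarization; 0% = receptor in buffer alone and 100% = receptor with positive control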
mABHD4 FP – inhibits mouse alpha/beta hydrolase domain 4; purified mABHD4, FP-Rh probe fluorescence polarization; inhibition, % at 8.92 µM; 0.54% of 370,000 active; AID 720543;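 active means inhibition exceeding the mean over every tested compound plus 3 SD, cut at about 30% in these data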;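 further: 0% = plate median of compound wells and 100% = S159A mutant with DMSO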
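Assay system: Wild-type mouse ABHD4 protein | Medium: HEPES pH 7.0 buffer, 150 mM NaCl, 0.01% Pluronic F-127 | Incubation: Enzyme–compound pre-incubation 45 min, then probe 60 min, both 25 °C | Technique: Fluorescence polarization with parallel and perpendicular emission, 525/598 nm | Evaluation: % inhibition of FP-Rh probe binding versus controls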
TDP2 absorb – blocks human TDP2 phosphodiesterase activity; O95551; recombinant TDP2, T5PNP hydrolysis, p-nitrophenol absorbance 415 nm; inhibition, % at 12.8 µM; 0.34% of 370,000 active;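 active means inhibition above the mean of all tested compounds plus 3 SD, set per campaign, cut at about 25% in these data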;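 further: 0% = DMSO with enzyme and 100% = buffer with substrate but no TDP2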
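Evaluation: % inhibition relative to enzyme-containing and enzyme-free wells. Material: recombinant human TDP2. Benchmarks: enzyme-free and DMSO wells. Timing: enzyme reaction with compound for 2 h at 37 °C. Compound dosing: 12.8 µM only. Measured by: p-Nitrophenol epi absorbance. Reagent: T5PNP substrate at 5 mM, a TopII-DNA adduct mimic. Replication: single well per compound.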
LEDGF integ inh – blocks HIV-1 LEDGF/p75-dependent DNA integration. inhibition, % at 3.7 µM. 0.64% of 370,000 active. TR-FRET IN-LEDGF/p75 DNA integration, Eu/Cy5. AID 743269;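 active means inhibition above the screen-wide mean plus 3 SD, cut at about 13% in these data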;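 further: signal is the Cy5 over europium emission ratio at 671 and 618 nm; 0% = plate median of compound wells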
PRMT1 FP inh – blocks human protein arginine methyltransferase 1. Q99873. 1.3% of 370,000 active. AID 652257. recombinant PRMT1, activity-based probe fluorescence polarization. inhibition, % at 2.79 µM;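 active means inhibition above about 21% made by adding two undisclosed values, limit read from the data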
Target sequence (Q99873 whole entry, looked up): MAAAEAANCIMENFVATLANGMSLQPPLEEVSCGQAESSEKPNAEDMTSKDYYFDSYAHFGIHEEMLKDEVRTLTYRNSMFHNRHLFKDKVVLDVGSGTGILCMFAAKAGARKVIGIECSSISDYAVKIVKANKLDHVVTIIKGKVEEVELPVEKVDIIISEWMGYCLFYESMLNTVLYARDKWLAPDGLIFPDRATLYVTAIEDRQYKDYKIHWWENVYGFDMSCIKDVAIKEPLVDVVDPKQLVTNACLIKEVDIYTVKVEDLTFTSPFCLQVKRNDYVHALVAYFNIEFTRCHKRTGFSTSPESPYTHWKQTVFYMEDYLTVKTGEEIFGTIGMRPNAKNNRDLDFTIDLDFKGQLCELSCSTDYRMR
SIAE inh – blocks human sialic acid acetylesterase; SIAE FP-Rh probe binding, fluorescence polarization; 0.69% of 370,000 active; inhibition, % at 9.66 µM;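 active means inhibition above a cutoff: mean of compounds within the control limits plus 3 SD of those, cut at about 17% in these data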;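 further: 0% = plate median of compound wells and 100% = probe without SIAE protein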
Target sequence (Q9HAT2 whole entry, looked up): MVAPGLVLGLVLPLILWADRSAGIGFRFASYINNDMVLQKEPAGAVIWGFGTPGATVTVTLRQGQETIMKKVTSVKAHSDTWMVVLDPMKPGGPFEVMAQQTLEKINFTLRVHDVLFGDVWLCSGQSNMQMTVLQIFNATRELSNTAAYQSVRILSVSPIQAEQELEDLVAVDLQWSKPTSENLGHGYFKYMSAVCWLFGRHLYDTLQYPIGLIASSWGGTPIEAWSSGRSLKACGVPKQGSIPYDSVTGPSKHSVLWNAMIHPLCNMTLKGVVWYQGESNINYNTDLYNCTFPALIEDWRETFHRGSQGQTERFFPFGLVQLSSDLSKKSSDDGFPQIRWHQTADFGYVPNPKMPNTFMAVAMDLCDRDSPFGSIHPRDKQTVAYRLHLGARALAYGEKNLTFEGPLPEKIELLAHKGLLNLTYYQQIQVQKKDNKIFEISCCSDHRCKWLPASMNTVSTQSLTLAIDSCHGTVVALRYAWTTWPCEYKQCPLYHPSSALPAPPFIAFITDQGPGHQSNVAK
HTRA1 inhibitor – HTRA1 (human) protease inhibition; 0.5% of 340,000 active; AID 504803; Q92743; inhibition, % at 5.96 µM; recombinant HTRA1, FP-rhodamine activity-based probe, fluorescence polarization; in the data active means inhibition above about 36%;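 further: 0% = enzyme with DMSO and 100% = wells lacking enzyme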
* marks the source's active call; other numbers are inactive results; . = not tested or not shown.

SMILES	DDE Tn7 FP inh	PG9 binder	UHRF1 binding	TCR CD3 inh	mABHD4 FP	TDP2 absorb	LEDGF integ inh	PRMT1 FP inh	SIAE inh	HTRA1 inhibitor
CC(=O)Nc1ccc(S(=O)(=O)C(C#N)c2nc3ccccc3nc2NCCO)cc1 (centres undefined)	2	1.3	-7	-4	4	4	6	8	-4	0
O=C(C1CCN(S(=O)(=O)Cc2ccccc2)CC1)N1CCCc2ccccc21	8	-2.8	-2	12	4	-2	-2	1	3	1
CCOC(=O)N1CCN(C(=O)C[C@@H]2C[C@@]3(C(=O)OC)CCCCC=C3N(Cc3ccco3)C2=O)CC1	3	-1.8	-3	-1	5	1	7	-3	3	.
CNS(=O)(=O)c1cccc(C(=O)NCC2(N3CCOCC3)CCCCC2)c1	-1	-1.1	4	-8	7	-4	-6	1	-3	4
O=c1c(-c2ccccc2)coc2c(CN3CCCC3)c(O)ccc12	-3	-1.8	1	4	-2	-8	5	0	6	1
O=c1[nH]c2nc(Cl)nc(Cl)c2[nH]1	0	-0.5	11	0	4	7	0	0	2	2
Cc1ccc(C)n1-c1ccc(C(=O)NC2CCN(Cc3ccccc3)CC2)cc1	4	-2.4	3	-4	1	-4	-1	-1	4	-1
CCCCN(C)CCC(=O)Nc1ccc(OC)cc1OC	-1	-2.6	-2	3	0	7	-2	-1	9	20
CCN(CC)C(=O)COc1ccc(/C(C)=N/NC(=O)c2ccccc2Br)cc1	1	-0.1	2	-4	0	-8	-3	-6	6	-3
CCCCn1nnnc1C(c1cc2ccccc2o1)N1CCN(C(=O)OCC)CC1 (centres undefined)	0	-0.4	2	-12	3	9	-2	4	4	.
CCNc1ccc(S(=O)(=O)N(C)C)cc1NCC(=O)Nc1ccccc1Br	-4	-2.7	4	-4	-3	-1	-6	6	6	0
Cn1c(SCC(=O)Nc2ccccc2F)nnc1-c1cc2ccccc2o1	-7	0.1	5	-5	-8	-9	-5	6	-5	-1
CC(C)CN1CCN(Cc2ccc(Oc3ncccn3)cc2)CC1CCO (centres undefined)	7	-1.9	-3	0	4	-10	-8	-2	-1	5
O=C(NCc1ccc(C(F)(F)F)cc1)C12CN(Cc3ccccc3)CC1C(c1cccc([N+](=O)[O-])c1)=NO2 (centres undefined)	-10	-0.3	3	-13	-10	-17	-3	7	-5	-8
Cc1ccnc(-n2sc3ccccc3c2=O)n1	4	-0.2	22*	1	8	1	-1	91*	-4	5
COc1ccc(C2(CNC(=O)/C=C\c3ccco3)CCCC2)cc1OC	3	-1.0	-4	7	4	-10	2	6	2	-8
COC(=O)c1ccc(NC(=O)C(=O)N2CCN(C(=S)Nc3ccccc3OC)CC2)cc1	2	-2.2	-1	8	-3	-5	-2	-3	-7	3
COC(=O)c1ccc(N2C(c3ccsc3)=Cc3cc4c(cc3C2CC(=O)c2ccco2)OCO4)cc1 (centres undefined)	-1	-0.6	-1	3	4	-3	-3	0	6	.
COC(=O)C1=C(C)NC(=O)NC1c1ccsc1 (centres undefined)	0	-2.4	-3	4	7	4	-1	-1	1	5
Cc1ccccc1NC(=S)N1CCC(C(=O)c2ccc(F)cc2)CC1	-8	2.2	-1	-4	-4	-10	4	-4	-3	-1
N/C(=N\c1nc2ccccc2o1)NC(=O)c1cccc(Cl)c1	-3	-2.6	0	2	1	3	2	0	-3	.
Cc1ccc(-n2c(-c3ccccc3)nnc2-c2cccs2)cc1	1	1.4	-2	1	8	9	-2	-2	1	5
Cc1cc(OCC(=O)N[C@@H](CSCc2ccccc2)C(=O)O)c2c(C)c(C)c(=O)oc2c1	2	-3.1	2	5	-2	-8	6	-2	-4	-10
Cc1occc1-c1nnc(SCC(=O)N2CCCCC2C)o1 (centres undefined)	4	-1.0	0	-4	1	4	-2	0	-5	2
COc1ccc(CCC(=O)NCCc2cn3c(C)csc3n2)cc1	8	1.4	-4	4	3	-1	-2	-1	7	1
Other records follow.
SMILES	DDE Tn7 FP inh	PG9 binder	UHRF1 binding	TCR CD3 inh	mABHD4 FP	TDP2 absorb	LEDGF integ inh	PRMT1 FP inh	SIAE inh	HTRA1 inhibitor
CCOC(=O)N1CCN(C(=O)c2ccc(N(C)S(C)(=O)=O)cc2)CC1	2	-0.3	4	-4	-5	-5	0	1	-6	0
Cc1ccccc1N1C(=O)CC(Sc2nnc(-c3ccccc3)o2)C1=O (centres undefined)	-5	7.0	0	-8	-8	-10	-2	83*	-4	-1
CC1(C)C2CCC1(CS(=O)(=O)NCc1ccc(S(N)(=O)=O)cc1)C(=O)C2 (centres undefined)	0	-0.5	-1	6	0	11	5	3	-5	-4
CSCCC(NC(=O)c1cccc(C)c1)C(=O)OCC(=O)NC(=O)c1cccn1C (centres undefined)	-2	-0.7	1	3	2	-5	-1	-3	5	-3
O=C(CSc1nnc2n1CCCN2C(=S)Nc1ccc(Cl)cc1)c1ccccc1	5	0.1	0	1	1	12	-3	-1	6	7
CCn1c(COc2ccc3c(c2)OCO3)nnc1SCC(=O)c1ccccc1	2	0.7	-2	-9	7	6	-1	-6	15	4
COC(=O)[C@]1(Cc2ccccc2)N[C@H](CN(C)C(=O)c2ccccc2)[C@@H]2C(=O)N(Cc3ccccc3)C(=O)[C@@H]21	-4	-1.8	0	-6	-4	-4	-4	-3	3	6
COC(=O)c1ccccc1NC(=O)CCCn1nc([N+](=O)[O-])c(Br)c1C	0	-1.5	-3	5	0	15	6	-4	3	-5
CN1C(=O)C(C)(C)c2cc(S(=O)(=O)NCC3CCC(C(=O)NCc4ccc(F)cc4)CC3)ccc21 (centres undefined)	4	-2.0	1	2	0	6	-2	-1	-4	-5
Cc1cccc(N(C)S(=O)(=O)c2ccc(-c3cc(C)no3)s2)c1	9	-2.7	-1	1	-10	5	-2	2	-9	-27
COc1cccc(NC(=S)N2C3CCCC2CC(NC(=O)C2CC2)C3)c1 (centres undefined)	0	-2.7	0	5	1	4	4	0	4	6
COC(=O)c1cc(-c2ccccc2)n[nH]1	2	0.8	4	-4	-10	2	4	3	1	0
Cc1ccc(S(=O)(=O)N2CCC(C(=O)NCCCN3CCCCCC3)CC2)cc1	3	-0.8	14	-1	2	-8	0	0	-2	1
COc1ccc2cc(C(=O)C3CCCN(C(=O)c4cnccn4)C3)ccc2c1 (centres undefined)	4	-0.1	-3	0	3	-1	0	0	11	1
CSc1ccc(CN2CCC2(C)C(=O)Nc2cnc3ccccc3c2)cc1 (centres undefined)	-4	-0.6	3	7	-10	-5	0	-6	1	.
CSC1=NCCN1S(=O)(=O)c1ccc(Cl)cc1	-4	-1.8	2	6	3	2	2	1	-7	4
Cc1ccc(NC(=O)CN(C)C(=O)CCOc2ccccc2C)cc1	-1	0.0	2	0	-1	-1	3	-1	11	-2
Nc1ccc2oc(-c3ccc4nc[nH]c4c3)nc2c1	-4	1.8	-14	1	15	8	-3	-1	6	2
CC(=O)c1ccc(S(=O)(=O)N2CCN(CC(=O)Nc3ccccc3C(=O)NC3CC3)CC2)cc1	8	0.9	0	-5	0	-5	-8	0	1	-2
CCN(CC)C(=O)CN(c1cccc([N+](=O)[O-])c1)S(=O)(=O)c1ccccc1	2	-0.5	3	-12	-10	-16	-1	8	-9	0
Cc1cc(NC(=O)C2CCC2)n(-c2ccccn2)n1	-4	0.1	-2	-3	8	8	4	0	-2	-3
COc1ccccc1NS(=O)(=O)c1cccc(NC(=O)Nc2ccc(Cl)cc2)c1	-3	-1.4	26*	17	-283	-21	5	0	-262	-150
CCc1ccccc1-n1c(SCC(=O)N2CCCC2)nc2[nH]ncc2c1=O	-8	-3.6	-2	4	-1	-18	2	-5	-2	2
Cc1c(C(=O)O)oc2c1/C(=N\O)CCC2	-3	-3.3	-2	6	2	7	1	-1	-5	3
CCOc1ccc(C2CC(=O)NC(SCC(=O)OC)=C2C#N)cc1 (centres undefined)	0	-1.6	0	-9	0	3	0	6	-6	-5

Four compounds from above, sorted by their value in SIAE inh, high to low:
SMILES,SIAE inh
CSCCC(NC(=O)c1cccc(C)c1)C(=O)OCC(=O)NC(=O)c1cccn1C (centres undefined),5
COc1cccc(NC(=S)N2C3CCCC2CC(NC(=O)C2CC2)C3)c1 (centres undefined),4
COC(=O)c1ccccc1NC(=O)CCCn1nc([N+](=O)[O-])c(Br)c1C,3
CC1(C)C2CCC1(CS(=O)(=O)NCc1ccc(S(N)(=O)=O)cc1)C(=O)C2 (centres undefined),-5

(listing goes on)
SMILES	DDE Tn7 FP inh	PG9 binder	UHRF1 binding	TCR CD3 inh	mABHD4 FP	TDP2 absorb	LEDGF integ inh	PRMT1 FP inh	SIAE inh	HTRA1 inhibitor
CC(=O)N1c2ccc(S(=O)(=O)N3CCC(C(=O)N4CCN(c5cccc(C(F)(F)F)c5)CC4)CC3)cc2CC1C (centres undefined)	-2	-1.5	1	4	2	12	3	-4	4	-18
CCCNC(=O)c1cc2c(c(-c3cccc(-c4ccc(F)cc4)c3)n1)[C@@H](CCO)N(S(=O)C(C)(C)C)C2 (some centres undefined)	-6	-2.2	1	1	-4	-2	-1	-1	-8	.
CCOC(=O)C1=C(C)Nc2nc(C)nn2C1c1ccc(C)cc1 (centres undefined)	0	2.4	1	1	-1	1	-4	1	0	5
Nc1nc2ncccc2cc1C(=O)C1=C(c2ccccc2)Cc2ccccc21	0	.	-1	.	-11	7	3	3	-4	.
O=C(CCCN1C(=O)C2CC=CCC2C1=O)Nc1cccc(F)c1 (centres undefined)	-5	-0.8	-3	6	-4	-4	3	-1	3	1
CC(C)Oc1ccc(CNC(=S)N/N=C/c2ccc([N+](=O)[O-])cc2)cc1	-6	-3.7	0	9	0	-13	-1	2	14	-18
O=C(Nc1nc2c(Br)cc(Br)cc2c(=O)s1)C1CCC1	7	10*	-2	-2	-4	-9	4	-5	9	-3
CC(Sc1nnc(-c2ccccc2Br)o1)C(=O)N1CCOCC1 (centres undefined)	4	-2.2	-1	2	-1	17	23*	4	13	-1
Cc1ccc(N(Cc2cc3ccccc3[nH]c2=O)C(=O)c2ccco2)c(C)c1	3	1.8	0	2	3	-6	1	-1	1	-9
O=C(Nc1ccc(Cl)cn1)c1cccc(S(=O)(=O)N2CCCCC2)c1	-7	-0.8	2	2	-4	5	1	-1	0	-13
CC1=NOC(=O)/C1=C\c1ccc(-c2ccccc2Br)o1	2	14*	0	2	27	22	7	6	1	-7
CN(CC(=O)NC(=O)NC1CCCCC1)Cc1ccccc1	10	2.4	-2	2	4	1	-3	3	-3	-12
CC(=O)Nc1ccc(-c2csc(Nc3ccc(Cl)cn3)n2)cc1	0	-2.8	-1	-2	13	9	-3	2	2	6
CCc1nc2cc(C)nn2c2nc3ccccc3n12	-4	0.0	-4	3	-1	1	4	-2	-2	-3

From PubChem BioAssay
